KAT2A inh – inhibitors of human GCN5L2 histone acetyltransferase; Q92830; GCN5L2 HAT assay, ThioGlo1 CoA-SH fluorescence; Potency, µM (highest dose often 58.9 µM), for inactives: top-dose activity change, negative = inhibition, hits mostly inhibitors; 390,000 tested, 0.21% active; AID 504327
Target sequence (Q92830 whole entry, looked up): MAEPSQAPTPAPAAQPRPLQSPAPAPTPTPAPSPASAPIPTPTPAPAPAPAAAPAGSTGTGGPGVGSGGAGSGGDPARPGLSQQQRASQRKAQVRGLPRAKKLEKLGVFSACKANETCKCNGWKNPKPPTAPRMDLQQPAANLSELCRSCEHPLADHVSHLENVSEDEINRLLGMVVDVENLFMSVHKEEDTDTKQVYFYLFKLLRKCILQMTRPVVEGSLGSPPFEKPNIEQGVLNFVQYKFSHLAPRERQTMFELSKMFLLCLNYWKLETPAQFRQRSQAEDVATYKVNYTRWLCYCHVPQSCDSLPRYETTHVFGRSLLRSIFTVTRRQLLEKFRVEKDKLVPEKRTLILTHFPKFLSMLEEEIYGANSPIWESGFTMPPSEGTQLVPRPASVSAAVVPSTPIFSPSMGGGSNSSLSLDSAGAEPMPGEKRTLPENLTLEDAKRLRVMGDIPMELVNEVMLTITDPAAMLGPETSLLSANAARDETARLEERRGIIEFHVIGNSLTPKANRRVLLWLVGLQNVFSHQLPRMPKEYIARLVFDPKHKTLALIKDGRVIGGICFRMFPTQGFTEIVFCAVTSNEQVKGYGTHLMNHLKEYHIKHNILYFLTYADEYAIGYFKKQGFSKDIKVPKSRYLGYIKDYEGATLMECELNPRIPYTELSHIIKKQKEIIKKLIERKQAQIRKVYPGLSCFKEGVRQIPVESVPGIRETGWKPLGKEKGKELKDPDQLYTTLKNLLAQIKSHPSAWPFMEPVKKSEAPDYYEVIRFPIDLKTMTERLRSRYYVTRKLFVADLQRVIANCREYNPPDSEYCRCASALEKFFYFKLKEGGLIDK
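ThioGlo1-coupled HAT assay: 20nM GCN5L2, 70uM acetyl-CoA, 75uM H3(1-25) peptide, pH 7.5. Fluorescence read at 340/540nm at start and after 20 min at room temperature.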
DT40 TDP1 CPT – growth inhibition of DT40 Tdp1-/-;hTDP1 cells with camptothecin (screen for TDP1 inhibitors); 420,000 tested, 12% active; Potency, µM (top dose mostly 46.2 µM), for inactives: top-dose activity change, negative = growth inhibition, most hits filed as inhibitors; chicken DT40 Tdp1-/-;hTDP1 cells + 20 nM CPT, ATP luminescence, 48 h; further: nearly all actives have a fitted effect of over 55% in size
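Cell growth measured by CellTiter-Glo luminescence after a minimum 48 h, 37 C compound exposure with 20 nM CPT in Tdp1-knockout DT40 cells stably expressing hTDP1, seeded 400/well; qHTS titration format.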
DT40 TDP1 no CPT – qHTS for Inhibitors of human tyrosyl-DNA phosphodiesterase 1 (TDP1): qHTS in cells in absence of CPT | AID 686978, 2013 | Potency, µM (doses to about 46.2 µM), without a hit: top-dose activity change, negative = growth inhibition, hits mostly inhibitors | DT40 Tdp1-/- hTDP1 cells, no CPT, ATP luminescence, 48 h | 420,000 tested, 15% active; further: nearly all actives have a fitted effect of over 55% in size
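Cells were dispensed at 400 per well, compounds added by pin tool, plates incubated ≥48 hr at 37 °C, then CellTiter-Glo added for 30 min at room temperature before luminescence reading. Line: DT40 Tdp1-/- complemented with hTDP1; camptothecin omitted.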
The depositor's hits bear a star; ? = inconclusive; . = no result given; [ ] = dose if it differs, or a comment. The call rests on the fitted dose curve; in most records, active means well fitted curve in the direction sought with a large enough effect; inconclusive means small, poorly fitted or top-dose-only effect, or another doubt; inactive means no such curve, though single readings can be large; an effect the other way counts as inactive or inconclusive. On the % scale 0 is the no-effect control and ±100 the full control effect; potency means the concentration at half of the fitted maximal effect. The list is partial; the hit share may differ from the screen's.

SMILES	KAT2A inh	DT40 TDP1 CPT	DT40 TDP1 no CPT
O=C(CSc1nnc(NC(=O)c2ccc(F)cc2)s1)NC1CCCC1	-4%	-1%	0%
COC(=O)c1sc(NC(=O)/C=C/c2ccccc2Cl)nc1C	-6%	-10%	11%
Cc1ccc(-c2csc(NC(=O)CSc3nc4ccccc4o3)n2)cc1	-5%	-3%	-10%
COc1cc2nc(N3CCCN(C)CC3)nc(NC3CCNCC3)c2cc1OC	.	11µM*	13µM*
COc1ccc(NC(=O)C[C@H]2C(=O)N(CCc3ccccc3)C[C@@H]2CSC)cc1	.	-17%	-22%
COc1ccc(CN(CC(=O)NC2CCCC2)C(=O)CCC(=O)Nc2nc(C)cs2)cc1	-1%	-11%	-7%
C=CCS(=O)(=O)N1CCCC(N2CCN(c3ccccc3OC)CC2)C1 (stereo unspecified)	-1%	-10%	5%
COc1cccc(CNC(=O)COC(=O)c2nc(Cl)c(Cl)c(Cl)c2Cl)c1	-14%	0.0082µM*	?
COc1ccc(CCNC(=O)CSc2nc3ccccc3o2)cc1	-1%	3%	1%
COc1nc(NCCc2ccc(OC)c(OC)c2)nc(OC)n1	.	-1%	-6%
N#C/C(=C(/O)CN1CCOCC1)c1nc(-c2ccccc2)cs1	-4%	?	-9%
CCc1nc(SCc2ccc(OC)c(Br)c2)n[nH]1	0%	4%	?
COc1cc(CNCc2cccs2)ccc1OCC(=O)NC(C)(C)C	-4%	-13%	-18%
Cc1cc(C)c(NC(=O)CSc2nc(=O)[nH]c3c2CCCC3)c(C)c1	-11%	?	23µM*
COc1ccc(NC(=O)CSc2nnc3c(C)cc4ccccc4n23)cc1	-1%	10%	8%
Cc1ccc(O)c(Cc2cc(C)cc(Cc3cc(C)ccc3O)c2O)c1	.	?	?
COc1cc(-c2nnc(SCC(=O)Nc3ccc(C(=O)O)cc3)o2)cc(OC)c1OC	-1%	24%	5%
CN(CC(=O)Nc1ccccc1Cl)C(=O)CN1C(=O)NC(c2ccccc2)(c2ccccc2)C1=O	-6%	1%	-5%
Cn1cc(CNC(=O)c2cc(COc3ccc4c(c3)CCCC4)on2)cn1	-5%	?	15µM*
COc1ccccc1C(=O)NNC(=O)c1ccccc1[N+](=O)[O-]	7%	2%	4%
CCOc1cc(/C=C2\CN(C)C/C(=C\c3ccc(O)c(OCC)c3)C2=O)ccc1O	-3%	5.2µM*	2.3µM*
COc1cc(-c2nnc(SCC(=O)c3cc(C)n(CC4CCCO4)c3C)o2)cc(OC)c1OC (stereo unspecified)	-12%	21µM*	?
Nc1c(-c2ccc(Cl)cc2)cnn1-c1cc(C(F)(F)F)cc(C(F)(F)F)c1	2%	?	?
C=C(C)CSc1nc2sc3c(c2c(=O)n1-c1ccccc1)CC(C(C)C)OC3 (stereo unspecified)	0%	-21%	2%
Cc1nn(C(=O)C2CC2)c(C)c1Sc1ccc(Cl)cc1	-2%	-7%	-13%

The results go on.
SMILES	KAT2A inh	DT40 TDP1 CPT	DT40 TDP1 no CPT
COC(=O)c1c(NC(=O)c2cc3nc(-c4ccc(OC)cc4)cc(C(F)(F)F)n3n2)sc2c1CCCC2	-16%	-12%	-11%
CCCCCCCCCCCC1=C(O)C(=O)C=C(O)C1=O	.	?	?
COCCN(C(=S)Nc1c(C)cc(C)cc1C)C(C)c1cccs1 (stereo unspecified)	-7%	?	29µM*
COc1cc([N+](=O)[O-])ccc1NC(=O)C[n+]1ccccc1C	-9%	-11%	-9%
O=C(NCC1CC1)c1ccc2sc([C@H]3C[C@H](O)[C@@H](CO)O3)nc2c1	.	7%	1%
O=C(CN1C(=O)c2ccccc2S1(=O)=O)N1CCN(c2ccc(F)cc2)CC1	-7%	-9%	-16%
CCc1nnc(NC(=O)c2ccc(NC(=O)C(C)C)cc2)s1	-6%	2%	10%
C=C(C)C(C)(C#CCN1CCCC1)OC(C)=O (stereo unspecified)	1%	-23%	-12%
S=C1NCN(CCc2ccccc2)CN1Cc1ccccc1	-4%	?	?
CC(O)Cc1cn(CC(=O)N2CCNCC2)nn1 (stereo unspecified)	-14%	-13%	-13%
CC(C)c1ccc(C(=O)OCC(=O)c2c(N)n(C)c(=O)n(C)c2=O)cc1	-9%	?	?
CS/C(=N\S(=O)(=O)c1cccs1)Nc1ccc(Cl)cc1	-4%	-26%	?
CCOC(=O)CSc1c(-c2ccccc2)c2cc(Cl)ccc2[nH]c1=O	17%	5%	-29%
O=C(COc1ccc(Cl)cc1)NCc1nnc(SCC(=O)NCCc2ccccc2)o1	-6%	4%	-15%
COc1ccc(NC(=O)O[C@@H](C)[C@@H]2CN3CCc4c([nH]c5ccc(-c6ccc(OC)cc6)cc45)[C@@H]3C[C@@H]2N(C)C(=O)Nc2ccc(OC)cc2)cc1	.	?	13µM*
Cc1cc(C(=O)N2CCN(c3ccc([N+](=O)[O-])cc3)CC2)c(C)o1	-12%	?	?
Cc1ccc(S(=O)(=O)NCCOc2nc(N(C)C)nc(N(C)C)n2)cc1	2%	?	?
CC(C)OC(=O)c1cc(NC(=O)c2nn(C)cc2Br)cc(C(=O)OC(C)C)c1	4%	?	?
CN(C)c1ccc(/C=N/NC(=O)c2nnn(-c3nonc3N)c2CN2CCCCCC2)cc1	.	-5%	?
Cn1cnnc1Sc1ccc(/C=C(\CC(=O)O)c2nc3ccccc3s2)cc1[N+](=O)[O-]	-21%	-9%	1%
COc1cccc(CSc2nc3nc(C)cc(C)n3n2)c1	-29%	-4%	-2%
COCc1c(C(=O)OCC(=O)c2ccc[nH]2)oc2ccccc12	-10%	0%	-26%
CC(C)(C)SCCNC(=O)COc1ccccc1	-1%	-13%	-10%
Cc1nc2ccc(C(=O)NCCCn3ccnc3)cn2c1N(C)C(=O)CCc1ccccc1	.	-11%	3%
COc1ccc(N2CC(NC(=O)/C=C\c3ccccc3)CC2=O)cc1 (stereo unspecified)	0%	-2%	-10%

Next section, starting with the last 2 of the part before.
SMILES	KAT2A inh	DT40 TDP1 CPT	DT40 TDP1 no CPT
Cc1nc2ccc(C(=O)NCCCn3ccnc3)cn2c1N(C)C(=O)CCc1ccccc1	.	-11%	3%
COc1ccc(N2CC(NC(=O)/C=C\c3ccccc3)CC2=O)cc1 (stereo unspecified)	0%	-2%	-10%
Cc1cc(C(=O)CSc2ccc(F)cc2)cc(C)c1OC(=S)N(C)C	0%	?	?
Cc1csc(-c2nc3ccccc3n2C(C(=O)Nc2c(C)cccc2C)C2CC2)c1 (stereo unspecified)	.	?	?
O=C(NCc1cccnc1)c1ccc(S(=O)(=O)N2CCCCCC2)cc1	-7%	-15%	?
O=C1NC(=O)/C(=C/c2ccccc2OCc2ccccc2)S1	-20%	-4%	-8%
Cc1c(Br)cc(C(=O)N2CCN(CCO)CC2)c(C)c1C	-4%	10%	-2%
Cc1ccsc1C(=O)OCC(=O)c1ccc[nH]1	-2%	1%	0%
CCCc1cc(=O)[nH]c(SCC(=O)N2c3ccccc3NC(=O)C2(C)C)n1	-6%	19%	-15%
COc1ccc(N(CC(=O)N/N=C/c2cccc3c2OCCO3)S(=O)(=O)c2ccc(NC(C)=O)cc2)cc1	0%	1%	-23%
CCOC(=O)C1=C(CNCCOc2ccc(OC)cc2)NC(=O)NC1c1ccc2c(c1)OCO2 (stereo unspecified)	5%	-5%	?
N#CCSc1nc2ccccc2c(=O)n1CCC(=O)NC1CCCCC1	-1%	-16%	7%
Cc1ccc(S(=O)(=O)N(C)CCCN(C)c2nc(-c3cccs3)nc3ccccc23)cc1	.	16µM*	11µM*
CC(NC(=O)CN1C(=O)COc2ccc(Cl)cc21)c1ccccc1 (stereo unspecified)	-4%	-1%	-18%
COc1cc(OC)c(NC(=O)NCc2ccc3c(c2)CCN3C(=O)c2ccccc2)cc1Cl	-7%	?	-21%
COc1ccc(C(c2nnnn2C2CCCC2)N2CCN(C/C=C/c3ccccc3)CC2)cc1 (stereo unspecified)	.	?	16µM*
Nc1nc2ccccc2n1Cc1ccc(Cl)c(Cl)c1	-3%	?	?
Cc1nc(NCc2ccco2)nc2c1C(=O)CC(C)C2 (stereo unspecified)	-4%	-3%	-26%
O=C(O)/C=C/C(=O)NCc1ccccn1	-9%	17%	7%
COc1ccc(Cn2c(CCC(=O)Nc3ccc(C)cc3C)nc3cccnc32)cc1	2%	?	?
Cc1cc([N+](=O)[O-])nn1CCCC(=O)Nc1ccc2c(c1)OCO2	0%	-22%	-4%
Cc1noc(C)c1C(=O)N1CCN(S(=O)(=O)c2cccs2)CC1	.	-1%	0%
CC(=O)c1c(C)[nH]c(C(=O)OCC(=O)N2c3ccccc3NC(=O)C2(C)C)c1C	3%	35%[activator]	?
COc1cc(C(=O)OCc2nc3ccsc3c(=O)[nH]2)c([N+](=O)[O-])cc1OC	-9%	-15%	-18%
CCOC(=O)NC(=O)/C(C=Nc1ccc(Cl)cc1)=C(\C)O	-7%	17%	-11%
COc1ccc2oc(C(=O)c3ccccc3)c(N)c2c1	-13%	-25%	?
CCN(CC)S(=O)(=O)c1ccc(OC)c(NC(=O)c2cc(=O)[nH]c3ccccc23)c1	-8%	1%	?

Only DT40 TDP1 no CPT and KAT2A inh, for 7 of the compounds above:
Compound | DT40 TDP1 no CPT | KAT2A inh
COc1ccc(N(CC(=O)N/N=C/c2cccc3c2OCCO3)S(=O)(=O)c2ccc(NC(C)=O)cc2)cc1 | -23% | 0%
CCOC(=O)C1=C(CNCCOc2ccc(OC)cc2)NC(=O)NC1c1ccc2c(c1)OCO2 (stereo unspecified) | ? | 5%
N#CCSc1nc2ccccc2c(=O)n1CCC(=O)NC1CCCCC1 | 7% | -1%
Cc1ccc(S(=O)(=O)N(C)CCCN(C)c2nc(-c3cccs3)nc3ccccc23)cc1 | 11µM* | .
CC(NC(=O)CN1C(=O)COc2ccc(Cl)cc21)c1ccccc1 (stereo unspecified) | -18% | -4%
COc1cc(OC)c(NC(=O)NCc2ccc3c(c2)CCN3C(=O)c2ccccc2)cc1Cl | -21% | -7%
COc1ccc(C(c2nnnn2C2CCCC2)N2CCN(C/C=C/c3ccccc3)CC2)cc1 (stereo unspecified) | 16µM* | .

(further entries)
SMILES	KAT2A inh	DT40 TDP1 CPT	DT40 TDP1 no CPT
CCc1c(-c2ccccc2F)ncn1Cc1cccc(-c2ccccc2)c1	.	2.6µM*	2.6µM*
O=C(NNC(=S)Nc1ccccc1)c1ccncc1	0%	-12%	-9%
COc1cccc(C(=O)CC(C(=O)O)c2ccc(F)cc2)c1 (stereo unspecified)	-5%	-8%	-15%
COc1cc2cc(C)c3nnc(SCC(=O)Nc4cc(C)on4)n3c2cc1OC	-1%	-3%	?
CCOC(=O)c1c(C)nn(-c2ccc(NC(=O)c3c(C)noc3C)cc2)c1C	1%	?	?
Cc1noc(/C=C/c2cccs2)c1S(=O)(=O)N1CCC(C(=O)NCCCN2CCC(C)CC2)CC1	-10%	?	?
Nc1c(S(=O)(=O)c2ccccc2)c2nc3ccccc3nc2n1CCN1CCOCC1	-6%	-22%	?
O=C(COC(=O)Cc1ccccc1F)Nc1cc(S(=O)(=O)N2CCOCC2)ccc1N1CCCC1	-11%	-11%	-20%
COc1cccc(O)c1CN1CCC(C(=O)Nc2ccc(Oc3cccnc3)cc2)CC1	-4%	21µM*	13µM*
CCCn1c(=O)n(C)c(=O)c2c(SCC(=O)NCC(c3ccccc3)N(C)C)nc(CC(C)C)nc21 (stereo unspecified)	-3%	21µM*	18µM*
CN(C)/C=C/c1oc2ccc(O)cc2c1[N+](=O)[O-]	-9%	5%	?
Cc1cc2nc(-c3ccc(F)cc3)c(Cc3ccccc3)n2c(C)c1Br	.	21µM*	21µM*
COc1cc(NC(=O)Cn2c(=O)n(Cc3ccccc3)c(=O)c3oc4ccccc4c32)cc(OC)c1	-4%	-4%	-12%
COc1ccc(CCNC(=O)CSc2nc3c(sc(=S)n3-c3ccccc3)c(=O)[nH]2)cc1OC	.	9%	-2%
CCN(CC(=O)Nc1cccc(S(=O)(=O)N2CCCCC2)c1)Cc1ccccc1	-1%	?	23µM*
CC(C)(C)CN1CCNC(=O)C1CC(=O)NCCN1CCCc2ccccc21 (stereo unspecified)	-15%	-1%	0%

One compound at a time, as listed above:
Listed for Cc1ccc(S(=O)(=O)N(C)CCCN(C)c2nc(-c3cccs3)nc3ccccc23)cc1 = KAT2A inh = .; DT40 TDP1 CPT = 16µM*; DT40 TDP1 no CPT = 11µM*
Listed for COc1ccc(NC(=O)O[C@@H](C)[C@@H]2CN3CCc4c([nH]c5ccc(-c6ccc(OC)cc6)cc45)[C@@H]3C[C@@H]2N(C)C(=O)Nc2ccc(OC)cc2)cc1 = KAT2A inh = .; DT40 TDP1 CPT = ?; DT40 TDP1 no CPT = 13µM*
Listed for Cc1cc(C(=O)N2CCN(c3ccc([N+](=O)[O-])cc3)CC2)c(C)o1 = KAT2A inh = -12%; DT40 TDP1 CPT = ?; DT40 TDP1 no CPT = ?

High-throughput results (PubChem BioAssay)
